High-throughput results (PubChem)
LRH-1 inv ag: LRH-1 (NR5A2) inverse agonists, primary screen, cell-based, luminescence, HEK293T, StAR-luciferase reporter; LRH-1 transfected, 24 h; inhibition, % at 3.6 µM; 360,000 tested, 0.13% active; AID 602396, 2012;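 active = inhibition above the mean inhibition of all tested compounds plus 3 SD, cut at about 73% in these data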;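 also: 0% = DMSO wells and 100% = reporter-only cells lacking LRH-1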
TLR9-MyD88 block: inhibitors of TLR9-MyD88 association in cells, primary screen, cell-based, CHO, BLA complementation, fluorescence; 340,000 tested, 0.21% active; Toll-like receptor 9 (Homo sapiens) + Myeloid differentiation primary response protein …; CCF4 FRET ratio; inhibition, % at 4.98 µM;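 active = inhibition above the mean over all tested compounds plus 3 SD, cut at about 21% in these data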;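 also: 0% = DMSO only wells and 100% = clavulanate BLA inhibitor control wells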
Target sequence (Q99836 whole entry, looked up): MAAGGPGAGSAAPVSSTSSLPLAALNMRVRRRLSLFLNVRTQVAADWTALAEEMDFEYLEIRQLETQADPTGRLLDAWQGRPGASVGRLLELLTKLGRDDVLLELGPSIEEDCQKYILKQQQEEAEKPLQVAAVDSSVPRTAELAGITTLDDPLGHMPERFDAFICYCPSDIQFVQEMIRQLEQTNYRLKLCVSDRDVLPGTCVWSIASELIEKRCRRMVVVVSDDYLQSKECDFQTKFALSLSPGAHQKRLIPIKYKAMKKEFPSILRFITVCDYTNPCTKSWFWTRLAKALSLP
Target sequence (Q9NR96 whole entry, looked up): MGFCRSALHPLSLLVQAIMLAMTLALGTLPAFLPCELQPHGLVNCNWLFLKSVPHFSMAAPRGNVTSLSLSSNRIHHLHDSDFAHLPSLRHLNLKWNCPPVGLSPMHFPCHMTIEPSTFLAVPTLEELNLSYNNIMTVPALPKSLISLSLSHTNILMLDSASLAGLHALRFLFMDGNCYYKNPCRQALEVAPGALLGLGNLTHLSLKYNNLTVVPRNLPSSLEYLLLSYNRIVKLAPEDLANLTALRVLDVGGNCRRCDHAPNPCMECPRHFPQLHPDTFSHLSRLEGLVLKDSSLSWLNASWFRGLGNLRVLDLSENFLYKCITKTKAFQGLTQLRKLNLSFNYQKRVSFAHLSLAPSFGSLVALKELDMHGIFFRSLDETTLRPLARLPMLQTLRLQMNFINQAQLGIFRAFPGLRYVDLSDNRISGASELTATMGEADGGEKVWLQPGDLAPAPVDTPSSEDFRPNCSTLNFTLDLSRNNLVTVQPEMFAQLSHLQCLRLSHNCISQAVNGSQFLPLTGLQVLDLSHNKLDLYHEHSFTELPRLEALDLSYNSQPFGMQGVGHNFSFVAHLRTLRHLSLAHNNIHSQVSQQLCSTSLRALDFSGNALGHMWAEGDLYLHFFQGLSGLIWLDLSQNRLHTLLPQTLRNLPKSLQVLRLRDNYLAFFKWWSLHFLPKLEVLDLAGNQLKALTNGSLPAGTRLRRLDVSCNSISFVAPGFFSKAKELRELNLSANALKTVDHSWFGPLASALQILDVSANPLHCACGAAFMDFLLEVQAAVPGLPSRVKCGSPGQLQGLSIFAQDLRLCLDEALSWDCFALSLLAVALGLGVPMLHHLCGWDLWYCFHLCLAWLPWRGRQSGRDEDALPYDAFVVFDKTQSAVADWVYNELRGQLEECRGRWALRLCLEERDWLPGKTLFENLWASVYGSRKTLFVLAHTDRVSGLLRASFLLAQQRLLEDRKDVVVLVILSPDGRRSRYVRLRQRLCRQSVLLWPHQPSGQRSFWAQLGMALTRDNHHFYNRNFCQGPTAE
NOD2-RIPK2 inh: NOD2-RIPK2 binding disruptors in cells, primary screen, fluorescence, CHO cells, BLA complementation | Receptor-interacting serine/threonine-protein kinase 2 (Homo sapiens), O43353 | 360,000 tested, 0.38% active | inhibition, % at 4.98 µM | CCF4 ratio; in the data active = inhibition above about 21%;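 also: 0% = vehicle only and 100% = reference blocker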
MC4R antagonist: MC4R antagonists of cAMP signaling, primary screen, cell-based, TR-FRET, antagonist arm of biased-ligand search; Melanocortin receptor 4 (Homo sapiens), P32245; MC4R-expressing cells, MTII-stimulated cAMP, LANCE TR-FRET; inhibition, % at 6.5 µM; 360,000 tested, 0.48% active;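 active = inhibition above its plate's cutoff, the mean of tested wells on that plate plus 3 SD, cut at about 29% in these data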;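 also: 0% = Melanotan II alone and 100% = Melanotan II plus saturating MCL0020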
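system = U2OS cells with stable human MC4R expression | also added = Melanotan II challenge after compound preincubation | dosing = one concentration, 6.5 µM nominal | incubation = compound 30 min, challenge 1 h, detection 1 h | measured by = TR-FRET with Eu-cAMP and labeled anti-cAMP, 671 nm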
EBV LMP1 NFkB: EBV LMP1-driven NF-kappaB luciferase reporter inhibitors, primary screen, cell-based, luminescence, single point; LMP1-induced NF-kappaB luciferase reporter cells; inhibition, % at 12.5 µM; 350,000 tested, 0.69% active; AID 504558, 2011; in the data active = inhibition above about 41%;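 also: 0% = neutral control wells and 100% = reference inhibitor control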
ABHD5-PLIN5 inh: ABHD5-PLIN5 interaction inhibitors, primary screen, cell lysate, split luciferase complementation, luminescence; 360,000 tested, 0.78% active; AID 602281, 2012; Perilipin-5 (Homo sapiens) + 1-acylglycerol-3-phosphate O-acyltransferase ABHD5 (Homo …; Split G. princeps luciferase complementation, 4 h; inhibition, % at 4 µM;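 active = inhibition above the mean inhibition across every tested compound plus 3 SD, cut at about 22% in these data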;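 also: 0% = DMSO only wells and the 100% control is not disclosed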
NCOA2 inhibitor: inhibition of GAL4-SRC2 driven luciferase reporter, primary screen, SRC2 inhibitor project, cell-based, luminescence; Nuclear receptor coactivator 2 (Homo sapiens), Q15596; HEK293 GAL4-SRC2 luciferase reporter; inhibition, % at 9 µM; 370,000 tested, 0.17% active;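 active = inhibition above the mean inhibition of all tested compounds plus 3 SD, set per campaign, cut at about 52% in these data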;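 also: 0% = DMSO treated cells and 100% = cells given Gossypol at 36 µM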
SRC1 inh: SRC1 coactivator transcriptional activity inhibitors, primary screen, cell-based, luminescence; 360,000 tested, 0.12% active; inhibition, % at 3.6 µM; Nuclear receptor coactivator 1 (Homo sapiens), Q15788; HEK293 GAL4-SRC1 luciferase reporter;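 active = inhibition above the campaign mean plus 3 SD, with each screening campaign given its own cutoff, cut at about 60% in these data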;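 also: 0% = DMSO treated cells and 100% = gossypol at 36 µM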
MC4R barr agon: MC4R agonists recruiting beta-arrestin, primary screen, cell-based, luminescence, agonist arm of biased-ligand search; 360,000 tested, 0.98% active; U2OS MC4R beta-arrestin complementation; percent of melanotan II response, DMSO zero; activation, % at 8.9 µM; Melanocortin receptor 4 (Homo sapiens), P32245;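 active = activation above a per-plate cutoff, the mean activation of sample wells on that plate plus 3 SD, cut at about 8% in these data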
COUP-TFII inh: NR2F2 transcriptional activity inhibitors, primary screen, cell-based, luciferase reporter, HEK293T, luminescence. AID 686940, 2013. inhibition, % at 8.6 µM. COUP transcription factor 2 (Homo sapiens), P24468. HEK293T NGFI-A luciferase reporter. 370,000 tested, 0.7% active;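 active = inhibition above a per-plate cutoff, mean inhibition of test wells between control levels plus 3 SD, cut at about 38% in these data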;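 also: cells cotransfected with COUP-TFII expression vector driving the NGFI-A reporter; 0% = median of COUP-TF2 test wells and 100% = reporter-only cells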
SRC3 inh: SRC3 coactivator transcriptional activity inhibitors, primary screen, cell-based, luminescence; Nuclear receptor coactivator 3 (Homo sapiens), Q9Y6Q9; HEK293 GAL4-SRC3 luciferase reporter; inhibition, % at 3.6 µM; 360,000 tested, 0.17% active;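 active = inhibition above a per-campaign cutoff, the mean of all compounds plus 3 SD, cut at about 60% in these data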;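 also: 0% = DMSO-treated cells and 100% = gossypol-treated cells at 36 µM; higher means less SRC3-driven luciferase light from the GAL4 reporter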
* = called active by the depositor; . = not tested or not shown. An excerpt, so the mix of outcomes need not match the whole.

smiles,MC4R antagonist,NOD2-RIPK2 inh,SRC1 inh,COUP-TFII inh,SRC3 inh,ABHD5-PLIN5 inh,NCOA2 inhibitor,MC4R barr agon,TLR9-MyD88 block,LRH-1 inv ag,EBV LMP1 NFkB
O=c1c([N+](=O)[O-])c(N2CCCCCC2)c2ccccc2n1-c1ccccc1,2,3,-9,-16,3,-1,6,-1.9,-4,1,-3
Cc1nc2ccccc2n1CCCOc1ccccc1,-4,-6,-37,-22,-6,5,-6,-0.5,-6,-7,-3
Cc1cc(C)c(C(=O)CN2C(=O)NC3(CCCCC3)C2=O)cc1C,2,-8,-4,4,-27,-4,-9,-0.3,-6,-4,-10
O=C(COc1ccc(Cl)cc1)Nc1ccc2c(c1)OCO2,20,1,-22,-7,-17,0,-36,0.9,7,-48,-18
COC(=O)c1ccccc1SCC(=O)Nc1ccc(N2CCOCC2)cc1,5,-4,-49,-25,-31,-5,-37,-2.0,-8,2,2
COc1cccc(C(=O)N2CCN(C3CCN(Cc4ccccc4)CC3)CC2)c1OC,14,-4,1,-10,4,2,10,-0.7,0,-6,-3
COC(=O)c1ccc(C2/C(=C(/O)c3ccc4c(c3)CC(C)O4)C(=O)C(=O)N2Cc2cccnc2)cc1 (configuration not stated),1,-3,-12,.,1,0,.,0.1,-12,-8,-8
CC1CN(c2nnc(NC(=O)c3ccccc3)s2)CC(C)O1 (configuration not stated),-6,-1,-32,-19,-11,2,-18,-3.8,10,-36,-17
Cc1cc(C)c(C)c(S(=O)(=O)NCCCN2CCOCC2)c1C,1,-13,-5,-4,8,4,10,-0.7,.,-12,-26
O=C(Nc1cc(C(F)(F)F)ccc1N1CCOCC1)c1ccncc1,10,-5,-1,12,14,2,29,-0.9,-4,16,-3
CCOc1ccccc1N1CC(C(=O)NCCC2=CCCCC2)CC1=O (configuration not stated),3,-11,-57,-3,-54,1,-58,1.5,0,-88,-36
Cc1csc(-c2coc3cc(O)cc(C)c3c2=O)n1,-18,5,-81,-50,-66,0,-39,-2.1,-4,-119,-15
CS(=O)(=O)N1CCC(C(=O)Nc2ccccc2Cl)CC1,18,-2,6,3,-69,5,-2,-1.2,2,8,6
O=C(NCCN1CCN(c2ccccc2Cl)CC1)Nc1ccccc1,-4,11,-13,1,9,-8,-8,-0.6,5,-6,-17
Nc1nc(Nc2ccccc2)nc(C(F)(F)F)n1,1,-5,-25,-30,-21,6,-20,0.0,-4,-28,0
CCCn1nnc(NC(=O)/C=C/c2ccccc2)n1,18,-4,-9,-9,15,-1,10,-0.1,6,-18,1
O=C(CCn1c(=O)[nH]c2ccsc2c1=O)N1CCN(c2ccc([N+](=O)[O-])cc2)CC1,-5,4,8,-12,13,-10,-6,-0.7,-8,2,1
CC1(c2ccc(OCC#N)cc2)C=C(c2ccc(OCC#N)cc2)n2nc(C(F)(F)F)nc2N1 (configuration not stated),22,-20,7,16,11,3,17,-4.2,-6,25,-13
CCN1CCCC(NC(=O)c2scc3c2CCCC3)C1 (configuration not stated),1,-3,3,-17,8,0,-34,0.0,0,-74,-29
O=C(NCc1ccccc1)C1CCCN(c2cnccn2)C1 (configuration not stated),-2,1,-16,0,1,-1,8,-2.5,4,-14,-3
O=C(Nc1ccc(Cc2ccncc2)cc1)C1CCC(N2C(=O)C3C4C=CC(C4)C3C2=O)CC1 (configuration not stated),-1,-7,3,38*,2,7,10,2.4,-5,12,6
CCCCn1c(N)c(N(CCOC)C(=O)CSc2nnc(-c3ccc(C(C)(C)C)cc3)n2N)c(=O)[nH]c1=O,25,1,2,9,-26,-9,-2,3.7,-5,-28,3
O=C(Cc1cccc(NC(=O)C2CCN(C(=O)C3CCC3)CC2)c1)Nc1cccc(C(=O)N2CCCCC2)c1,6,0,-22,-6,-11,10,-23,0.2,0,-30,1
O=C(c1ccccc1Oc1ccccc1)N1CCN(c2ccccc2)CC1,2,-2,-14,-3,-5,3,4,0.0,4,-26,-5
COc1ccc(C(=O)CCC(=O)NC2=NCCS2)cc1,16,-5,10,9,-1,-13,3,-0.1,-4,-8,-2

More results follow:
smiles,MC4R antagonist,NOD2-RIPK2 inh,SRC1 inh,COUP-TFII inh,SRC3 inh,ABHD5-PLIN5 inh,NCOA2 inhibitor,MC4R barr agon,TLR9-MyD88 block,LRH-1 inv ag,EBV LMP1 NFkB
CCOC(=O)[C@]12Cc3c(cc(OC)c(OC)c3OC)[C@H]1N(C1CCCCC1)C(=O)c1cc(OC)ccc12,.,30*,.,25,.,18,7,.,.,31,.
COC(=O)c1ccc(CN2CCC(Oc3ccc(C(=O)N4CCCCC4)cc3)CC2)cc1,6,-4,-20,25,15,4,26,-1.6,-7,-4,6
COc1cccc(Nc2nc(C(N)CC(C)C)cs2)n1 (configuration not stated),16,1,4,16,1,-4,-13,2.8,.,-2,.
CCN(CC)c1ncnc2scc(C3COc4ccccc4O3)c12 (configuration not stated),5,6,10,-8,27,-4,16,-1.2,8,-7,3
CCOc1ccccc1/C=N/NC(=O)C[n+]1ccccc1,0,-3,-9,2,-4,-1,15,0.0,-8,3,-22
COc1ccc(Cl)cc1NC(=O)Cc1c(F)cccc1Cl,1,22*,3,-14,2,-5,9,15*,3,-11,-4
O=C(C1CCCCC1)N1CCC2CC1c1cc(-c3ccc4c(c3)OCO4)ccc12 (configuration not stated),.,-5,8,9,6,-5,-35,.,.,12,.
O=C1CCC(C(=O)N2CCC(CO)(Cc3ccc(Cl)cc3)CC2)=NN1,4,2,-29,-3,4,4,-15,-3.8,-3,4,-4
CC(C)CNc1ncnc2c1ncn2[C@H]1CN(C2CCCC2)C[C@@H](CO)O1,0,4,-10,-5,-4,-9,0,-1.0,.,16,.
CN(C)S(=O)(=O)c1ccc(N2CCCC2)c(C(=O)Nc2ccc(F)cc2F)c1,2,-2,-6,-5,11,-7,14,-2.2,-6,9,6
CC(c1ccon1)N(C)C(=O)CCc1nnc(CCCCc2ccccc2)o1 (configuration not stated),10,12,-9,5,2,0,-4,-1.9,0,-1,-1
COc1ccc(/C=C/C(=O)NC(=S)NNC(=O)c2cc(OC)c(OC)c(OC)c2)cc1OC,-12,-7,7,27,7,-3,9,-0.6,.,16,.
COC(=O)c1ccc(N=NNc2ccc(C(=O)OC)cc2)cc1,-1,0,-84,-38,-111,-6,-45,0.0,-3,-156,-8
CC1CCC2(CC1)NC(=O)N(CC(=O)c1ccc[nH]1)C2=O (configuration not stated),4,0,12,15,16,-2,-39,-1.3,3,5,5
Cc1cccc(C)c1NC(=O)c1cc(-c2ccccn2)nc2ccccc12,4,16,8,17,-11,-1,3,3.0,7,8,2
O=C(c1cccc([N+](=O)[O-])c1)N1CCN(c2n[nH]c(=O)[nH]c2=O)CC1,10,-1,-11,-5,20,1,-8,-1.5,0,9,-2
COc1ccc(CC(=O)OCC(=O)Nc2ccc3c(c2)OCCO3)cc1OC,16,-6,11,13,-3,2,-39,0.2,-8,2,5
COC(=O)N/N=C/c1cc(Cl)cc(Cl)c1OCc1ccc(F)cc1,1,-13,9,4,16,-11,-5,4.7,-3,14,-1
CCOc1cc(N2CCOCC2)c(OCC)cc1NC(=O)COC(=O)COc1ccc(C#N)cc1,31*,-8,-8,-10,11,0,-15,-1.6,-2,4,-2
COc1cccc(CC2(CO)CCCN(Cc3cn(C)c4ccccc34)C2)c1 (configuration not stated),-1,1,6,-24,5,4,5,0.3,7,10,12
CC(=NNC(=S)N1CCN(c2ccccn2)CC1)c1ccccn1,-5,4,-5,2,-4,-8,-19,0.0,-10,7,0
O=C(C1CCOCC1)N1CCCC(N2CCN(c3cccc(C(F)(F)F)c3)CC2)C1 (configuration not stated),5,-31,6,7,-14,1,26,0.4,2,6,1
CCCSc1ccc([C@@H]2[C@@H]3C(=O)N(C)C(=O)[C@@H]3[C@]3(C(=O)OC)CCCCN23)cc1OC,6,0,1,-22,4,-7,-2,-1.8,-1,1,9
Cc1ccc(C(=O)OCC(=O)Nc2cc(S(=O)(=O)N3CCOCC3)ccc2C)cc1,-1,2,17,-10,-12,0,-8,-1.5,2,-2,-4
O=C(Nc1ccc(F)cc1)C1CCCN1S(=O)(=O)c1cccc2nsnc12 (configuration not stated),12,3,-2,5,14,-1,-5,-1.2,9,3,-18

(next part)
smiles,MC4R antagonist,NOD2-RIPK2 inh,SRC1 inh,COUP-TFII inh,SRC3 inh,ABHD5-PLIN5 inh,NCOA2 inhibitor,MC4R barr agon,TLR9-MyD88 block,LRH-1 inv ag,EBV LMP1 NFkB
COc1ccc(-c2ccc(CCC(=O)O)n2-c2ccccc2OC)cc1,-20,11,-3,-30,5,3,-24,-1.6,-10,0,-5
COCCOC(=O)N1CCCCC1c1cc(C(=O)NCc2ccc(Cl)c(Cl)c2)no1 (configuration not stated),-2,15,-9,15,-8,-1,1,-0.1,.,-13,.
COc1ccc(-c2cc(-c3cc(C)ccc3O)[nH]n2)cc1,-9,6,-89,-25,-131,-5,-24,4.1,3,-83,-64
C=CCC(CC=C)(NC(=O)c1cccc(C)c1)c1ccccc1,7,7,-11,2,2,2,15,-1.9,-2,7,2
COc1cccc(-c2cc(C(=O)NCCCN3CCOCC3)no2)c1,18,1,-6,6,-11,4,-18,-1.4,-7,-11,1
O=C(O)Cn1cnc2c(=S)nc[nH]c21,7,-7,-1,17,11,-1,-33,-1.3,2,-3,-4
CC1=NN(C(=O)c2ccc(C)o2)C(O)(c2ccccc2)C1 (configuration not stated),-4,-12,-110,-33,-58,-4,-55,-2.6,1,-131,-1
O=[N+]([O-])c1ccc(NC(=S)N2CCOCC2)cc1,2,-11,0,3,6,-2,-3,-1.4,17,-12,1
COc1ccc(S(=O)(=O)NCC(=O)N(CC(=O)NC(C)(C)C)Cc2cccs2)cc1,-2,-7,5,-14,18,1,12,-1.3,0,-2,-6
COc1ccc(Cl)cc1N(CC(=O)Nc1ccccc1C(=O)N1CCOCC1)S(C)(=O)=O,7,-1,3,10,-7,5,-8,-0.8,5,-24,4
